GSK3A inh: blocks human GSK-3 alpha kinase | P49840 | ADP-Glo luminescence, 60 min | inhibition, % at 10 µM | hit rate 0.1% among 320,000 | AID 2650;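 in the data active = inhibition above about 50%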;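 note: GST-tagged GSK-3 alpha with peptide substrate and 25 µM ATP; 0% = DMSO neutral wells and 100% = GW8510 positive control wells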
Target sequence (P49840 whole entry, looked up): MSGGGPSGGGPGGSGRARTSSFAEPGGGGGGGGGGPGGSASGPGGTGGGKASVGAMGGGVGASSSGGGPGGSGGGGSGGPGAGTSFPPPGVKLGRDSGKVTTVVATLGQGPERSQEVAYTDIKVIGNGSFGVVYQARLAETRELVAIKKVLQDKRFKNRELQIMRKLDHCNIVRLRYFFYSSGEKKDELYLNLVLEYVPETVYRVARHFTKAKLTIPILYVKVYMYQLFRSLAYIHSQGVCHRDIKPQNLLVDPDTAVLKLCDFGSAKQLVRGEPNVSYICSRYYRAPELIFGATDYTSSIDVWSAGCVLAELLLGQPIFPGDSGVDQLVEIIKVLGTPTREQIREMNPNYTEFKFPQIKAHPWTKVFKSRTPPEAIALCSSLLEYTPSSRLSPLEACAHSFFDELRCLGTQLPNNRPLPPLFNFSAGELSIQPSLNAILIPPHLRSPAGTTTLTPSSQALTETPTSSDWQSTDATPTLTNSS
HSP90 inh: inhibitors of HSP90 luciferase refolding in rabbit reticulocyte lysate | luciferase refolding luminescence, 3 h | inhibition, % at 5.6 µM | hit rate 0.91% among 290,000 | AID 1789;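 active = inhibition above the screen-wide mean plus 3 SD, computed separately per campaign, cut at about 16% in these data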;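 note: 0% = DMSO wells and 100% = 60 µM geldanamycin wells; inhibitors lower the luminescence because luciferase stays unfolded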
HSF1 activator: increases HSF-1 driven luciferase reporter signal; NIH3T3-HGL HSF-1 luciferase reporter, MG132, 8 h; 100% = twice DMSO control signal; activation, % at 9 µM; hit rate 1.7% among 300,000; AID 504408;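 active = mean replicate activation of at least 50% with a set share of replicates each reaching 50%; inconclusive = only one of those two conditions met; inactive = mean below 50% and too few replicates reaching it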;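 note: 0% = median of the neutral control wells and 100% = twice that signal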
Platelet DG rel: platelet dense granule release activity; AID 1663; human platelet-rich plasma, SFLLRN dense granule ATP release, luminescence; hit rate 0.22% among 300,000; inhibition, %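 (compounds screened at 7.5 µM in platelet-rich plasma)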;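 active = mean replicate score, as percent of positive control, at or above 50; inconclusive = mean below 50 but at least one replicate at or above 50; inactive = mean and every replicate below 50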
Dyrk1A ADPGlo: Dyrk1A (rat) kinase inhibition | hit rate 0.43% among 310,000 | inhibition, % at 12.5 µM | ADP-Glo luminescence, NFATc1 peptide | AID 504441 | Q63470; in the data active = inhibition above about 50%;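 note: plate controls were vehicle with enzyme for no effect and no enzyme for full effect; many of its hits are not listed in these tables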
GSK3beta inhib: blocks human GSK3beta kinase activity | GST-GSK3beta kinase, ADP-Glo luminescence, 60 min; active compounds read low | activity score (negative = inhibition), % at 10 µM | hit rate 0.038% among 300,000 | AID 2097;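 active = more than half of replicate wells score below -50%, meaning over 50% inhibition versus plate controls; inconclusive = some replicates but at most half score below -50%; inactive = no replicate scores below -50%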;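 note: 0% = median DMSO wells and -100% = median GW8510 positive control wells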
Target sequence (P49841 whole entry, looked up): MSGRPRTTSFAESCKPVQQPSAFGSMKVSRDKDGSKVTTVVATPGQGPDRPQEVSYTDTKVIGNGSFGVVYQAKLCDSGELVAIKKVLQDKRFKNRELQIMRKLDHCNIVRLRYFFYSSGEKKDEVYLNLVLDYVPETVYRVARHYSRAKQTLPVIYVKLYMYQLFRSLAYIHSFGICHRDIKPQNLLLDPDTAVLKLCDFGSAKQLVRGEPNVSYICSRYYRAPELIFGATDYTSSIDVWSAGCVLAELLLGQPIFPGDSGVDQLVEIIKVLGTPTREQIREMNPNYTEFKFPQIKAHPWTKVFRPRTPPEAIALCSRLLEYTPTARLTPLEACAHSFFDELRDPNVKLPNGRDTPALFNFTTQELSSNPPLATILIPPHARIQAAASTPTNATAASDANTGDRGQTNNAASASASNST
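Assay system: GST-fused GSK3beta enzyme, cell-free / Medium: Tris pH 7.5 buffer with MgCl2, DTT, BSA, heparin / Also added: peptide substrate plus 25 µM ATP (final) / Compound: 10 µM single point / Timing: kinase reaction with compound 60 min at room temperature / Detection: ADP-Glo luminescence / Benchmarks: DMSO neutral wells and GW8510 at 20 µM as positive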
KLF5 inh: suppresses KLF5 promoter-driven expression; AID 1700; hit rate 0.23% among 290,000; DLD-1 KLF5 promoter-luciferase reporter, luminescence; inhibition, % at 5 µM;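 active = inhibition above a per-plate limit of that plate's mean compound inhibition plus 3 SD, cut at about 60% in these data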;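 note: 0% = DMSO wells and 100% = LY294002 at 200 µM; higher means less KLF5 promoter-driven luciferase light; inactives centre near -14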
aSyn 5UTR inh: 5' untranslated region of α-synuclein, MLPCN primary screen | alpha-synuclein 5'UTR reporter, inhibitor activity | inhibition, % (tested at 7.5 µM) | hit rate 0.82% among 300,000 | AID 1813; in the data active = inhibition above about 60%; inconclusive = no clear call, values can overlap the other calls;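 note: H4 neuroglioblastoma cells stably carrying SNCA 5'UTR luciferase fusion; 0% = DMSO wells and 100% = positive control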
HSF1 inhib: HSF1 inhibition. activity change, negative = inhibition, % at 7.5 µM (by protocol). NIH3T3-HGL HSE-luciferase, MG132-induced, luminescence 8 h; active compounds read low. hit rate 0.77% among 300,000. AID 2098;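 active = more than half of replicate wells show activity change below -50%, luminescence cut by over half; inconclusive = some wells, but at most half, below -50%; inactive = no replicate well below -50%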;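 note: luciferase reports HSF-1 transcriptional activity via heat shock element; 0% = median of DMSO wells and -100% = zero luminescence signal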
IEC-6 cytotox: IEC-6 cytotoxicity, counter-screen for KLF5 inhibitors. luminescence viability. inhibition, % at 5 µM. hit rate 0.78% among 290,000; in the data active = inhibition above about 22%;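 note: 0% = plate median of test compound wells and 100% = cytotoxic reference compound wells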
Starred values were filed as active, the others as inactive; ? = inconclusive; . = not tested or not shown. A portion of the library; count on the stated rates, not on these rows.

SMILES	GSK3A inh	HSP90 inh	HSF1 activator	Platelet DG rel	Dyrk1A ADPGlo	GSK3beta inhib	KLF5 inh	aSyn 5UTR inh	HSF1 inhib	IEC-6 cytotox
Cc1n[nH]c(C)c1S(=O)(=O)N1CCCC(C(=O)NCc2cccs2)C1 (stereo not drawn)	2	0	-18	0	-7	-3	-23	-22	-4	-1
C(/C=C/c1ccccn1)=C\c1ccccc1	-2	.	61*	11	-2	-4	.	-26	22	.
Fc1cccc(-c2cc3nc(-c4ccccc4)cc(N4CCC5(CC4)OCCO5)n3n2)c1	-3	-1	-10	4	-2	-1	-26	1	-1	-4
O=C(c1ccccc1)c1ccccc1N/C=C/c1nnnn1-c1ccccc1	-2	-7	9	4	1	-4	-22	-13	6	-1
O=[N+]([O-])c1ccc2ncnc(Nc3ccc4c(c3)OCCO4)c2c1	-1	-1	-31	-11	-6	-1	-4	-12	-27	0
CC(=O)Nc1ncc(Cc2cccc(Cl)c2Cl)s1	.	3	8	1	-7	0	-14	-1	7	-6
Cc1ccc(SCC(=O)O/N=C(\N)c2ccncc2)cc1	1	-1	17	-11	1	3	-15	-18	13	-6
COc1c(/C=N/Nc2nc(N3CCCCC3)nc(N3CCCCC3)n2)cccc1[N+](=O)[O-]	-3	2	-15	-6	.	0	1	6	-15	1
CC(=O)N1N=C(c2c(-c3ccccc3)c3cc(Br)ccc3[nH]c2=O)CC1c1ccco1 (stereo not drawn)	15	3	18	-7	-11	-4	-12	2	3	7
CCOC(=O)c1sc2nc(CSc3ccccc3)nc(NCCN(C)C)c2c1C	-2	1	16	0	-1	-1	7	-15	4	-1
Cc1ccc(NC(=O)CN2C(=O)S/C(=C\c3cccn3C)C2=O)cc1	-2	3	.	8	-4	-2	-15	0	.	7
CCOC(=O)c1c(C)[nH]c(C)c1C(=O)CSc1nc2ccccc2[nH]1	0	6	12	-5	-5	0	-12	16	-5	-6
c1ccc(Cn2nnnc2CN2CCOCC2)cc1	0	1	2	3	-8	1	32	10	9	0
Cc1ccc(S(=O)(=O)N/N=C/c2c(F)cccc2Cl)cc1	-4	-3	-18	1	-5	-1	10	2	-6	-8
Cc1cccc(NC(=S)NCCc2ccc(Cl)cc2)c1C	0	2	47	6	7	-1	-14	-24	16	0
CC(Oc1ccccc1F)C(=O)NNC(=O)CCNC(=O)c1ccccc1Cl (stereo not drawn)	-16	1	12	-5	-7	1	-8	-4	-1	0
CC(=O)c1c(C)[nH]c(C(=O)OCC(=O)c2c(N)n(C)c(=O)n(C)c2=O)c1C	-4	2	3	3	.	-3	-12	-5	1	0
COc1ccc(S(=O)(=O)N2CCN(Cc3cccnc3)CC2)cc1	.	-1	-11	2	5	2	-26	4	-5	2
CCOc1ccc(OCCn2nnc3ccccc3c2=O)cc1	0	-3	83*	5	-5	1	-67	-121	46	0
CC(C)(C(N)=O)c1ccccc1	-3	5	6	-2	-2	2	-16	1	-4	-3
CC(=O)N(C)c1ccc(N2CCOCC2)c2c1C(=O)c1ccccc1C2=O	0	.	3	-1	9	-3	.	34	-2	.
COc1ccnc2c1c(=O)n(Cc1ccc(Cl)cc1)c(=O)n2C	-1	6	-12	8	-3	0	5	24	-2	4
Cc1ccc(C)c(-n2ccnc2SCC(=O)O)c1	-3	2	4	-37	-3	3	-19	14	2	-2
O=C(Nc1ccc(N2CCOCC2)c(F)c1)c1ccncc1	1	1	-3	5	8	2	-19	-16	-1	5
CC1CCCCC1NC(=O)Cn1ncc2ccccc21 (stereo not drawn)	2	-3	-4	4	-2	-2	-11	-11	-4	-1
O=C(Nc1cc(C(F)(F)F)ccc1Cl)C(Sc1cccc[n+]1[O-])c1ccccc1 (stereo not drawn)	0	4	9	-12	1	-5	5	-6	0	2
Cc1ccccc1-n1cc(CNC(=O)CC2C(=O)NCCN2C/C=C/c2ccccc2)cn1 (stereo not drawn)	0	-4	0	5	-2	-1	-20	4	-1	-5
CCCNC(=O)c1ccc(N2CCC3(CC2)CC(c2cccc(Br)c2)=NO3)c(NC(=O)c2cccc(OC)c2)c1	-2	.	-5	2	8	0	.	24	-3	.
CC(=O)N=c1c(C#N)cc2c(=O)n3cccc(C)c3nc2n1CCCOC(C)C	-12	-2	5	7	.	2	-16	12	5	-3
CCN(CC1CCCO1)C(=O)c1cc(COc2cc(C)c(Cl)c(C)c2)on1 (stereo not drawn)	.	-3	48	11	-3	3	-105	-129	26	4
Cc1ccc(CN(C(=O)Cn2nnc3ccccc32)C(C(=O)NCc2ccco2)c2ccc(C)o2)cc1 (stereo not drawn)	-2	-2	-4	0	-4	0	18	10	6	-5
O=C(O)CCn1c(=O)[nH]c(=O)n(CCC(=O)O)c1=O	0	-3	-1	2	-2	-4	0	0	-4	0
CC(C)(C)NC(=O)NC(=O)CSc1nnc(-c2ccccc2F)n1N	11	1	7	-2	0	1	1	-28	-5	6
CCc1cccc(C)c1NC(=O)C1CC=CCC1C(=O)O (stereo not drawn)	-6	-2	15	-1	-1	1	-14	-13	-2	1
COc1ccc(CN2CCC(N(CCc3ccccc3)Cc3ccccc3)CC2)c(OC)c1	4	5	7	1	-3	-1	2	24	-8	6
COCCNC(=O)C(c1ccc(C)cc1)N(C(=O)CCC(=O)Nc1ccccn1)c1ccc(C)cc1 (stereo not drawn)	0	0	-9	5	4	1	-4	4	-3	-7
CCn1c(/C=C/c2cc[n+](C)cc2)nc2ccccc21	0	0	2	-2	7	0	-25	-5	-3	-7
Cc1ccc(C)c(N2CCN(C(=O)C3CCN(c4nnc(N5CCCC5=O)s4)CC3)CC2)c1	1	6	2	1	-6	-1	-13	-2	3	6
CCN(CC)S(=O)(=O)c1ccc2oc(C(=O)O)c(C)c2c1	-3	0	1	7	-4	-2	5	2	-4	3
CC(=O)Oc1ccc2c(c1)OC(c1ccccc1)CC21CC(C)(C)NC(=O)N1 (stereo not drawn)	-1	5	2	1	3	-1	-18	-1	-3	7
COc1ccc(C)cc1Nc1n[n+](-c2ccccc2)c(-c2ccc(SC)cc2)s1	-1	6	13	-4	7	2	-163	-5	6	4
c1csc(C2Nc3cccc4cccc(c34)N2)c1	3	3	-11	2	13	2	15	2	-9	-3
COCCCNC(=O)c1c[nH]c2ccc(S(=O)(=O)N3CCc4ccccc43)cc2c1=O	-2	1	51*	-6	-5	4	0	-15	23	-4
O=C(Nc1nccs1)c1cccc(S(=O)(=O)N2CCOCC2)c1	10	-2	35	-5	-6	4	-1	-2	9	-3
Cc1ccc(N2C(=O)CCC2(C#N)c2ccccc2)cc1 (stereo not drawn)	2	0	?	-2	.	-1	13	-8	14	7
COCCn1c(SC(C)C(=O)NCC2CCCO2)nc2scc(-c3ccc(F)cc3)c2c1=O (stereo not drawn)	-2	.	-3	6	17	1	.	25	0	.
Cc1cc(N)n(-c2ccc(C)c(C)c2)n1	3	3	-14	8	2	-2	-41	-49	-13	6
Cc1ccccc1NC(=S)NCC1CCC(CNC(=S)Nc2ccccc2C)CC1 (stereo not drawn)	-2	1	11	-2	2	-10	-28	21	1	0
COc1cc(/C=N/NC(=S)NC2CC3CCC2C3)ccc1O (stereo not drawn)	-2	1	57*	3	.	-4	-37	-50	36	-4
CC(C)c1ccc(/C=C2\SC(=S)N(CCC(=O)N3CCCCC3CCO)C2=O)cc1 (stereo not drawn)	-1	11	-4	-2	6	.	36	-19	0	-7
CC(C)Oc1ccc(C(=O)NC2CCSc3ccccc32)cc1 (stereo not drawn)	-2	-2	11	2	-8	-2	-12	-9	1	-4
O=c1oc2ccccc2c(N2CCCC2)c1[N+](=O)[O-]	5	-4	-1	1	4	3	6	0	-2	1
N#Cc1c(Nc2cccc(F)c2)sc2c(O)cc(=O)[nH]c12	3	2	-2	2	2	-4	-21	-11	0	-11
O=C(COc1ccccc1C(=O)O)NC1CCCc2ccccc21 (stereo not drawn)	-2	4	4	2	.	-1	0	7	0	1
Cc1cc(SCc2cccc([N+](=O)[O-])c2)nc(=O)[nH]1	-2	0	1	4	3	-3	-9	6	-1	-1
CSc1nnc(-c2cc3ccccc3cc2O)n1C	-2	-3	.	.	3	0	-32	.	.	-7
O=S(=O)(c1ccc(Br)cc1)c1nc(-c2ccccc2)oc1N1CCOCC1	0	-1	-27	5	.	4	5	1	?	1
CCCCCCNC(=O)c1ccc(Br)o1	-1	-2	1	-3	9	0	-15	-22	4	-3
COc1ccc(OC)c(-c2c(C#N)c(N)nc3c2c(=O)nc2sccn23)c1	-5	-1	-8	4	12	1	-11	-2	1	-6
CCN(CC)C(=O)Cn1c(=O)n(CC(=O)N2CCCCC2)c(=O)c2sccc21	-3	2	-22	-8	.	0	4	7	-1	-1

Fetched by structure from the list above (3):
SMILES	GSK3A inh	HSP90 inh	HSF1 activator	Platelet DG rel	Dyrk1A ADPGlo	GSK3beta inhib	KLF5 inh	aSyn 5UTR inh	HSF1 inhib	IEC-6 cytotox
O=c1oc2ccccc2c(N2CCCC2)c1[N+](=O)[O-]	5	-4	-1	1	4	3	6	0	-2	1
CC(=O)Oc1ccc2c(c1)OC(c1ccccc1)CC21CC(C)(C)NC(=O)N1 (stereo not drawn)	-1	5	2	1	3	-1	-18	-1	-3	7
C(/C=C/c1ccccn1)=C\c1ccccc1	-2	.	61*	11	-2	-4	.	-26	22	.

The list continues:
SMILES	GSK3A inh	HSP90 inh	HSF1 activator	Platelet DG rel	Dyrk1A ADPGlo	GSK3beta inhib	KLF5 inh	aSyn 5UTR inh	HSF1 inhib	IEC-6 cytotox
CC1=C(C(=O)Nc2ccccn2)C(c2ccccc2Cl)NC(=S)N1 (stereo not drawn)	-2	-2	14	-8	2	-7	13	-33	5	-6
CC(=O)N1CC(C)Sc2ccc(S(=O)(=O)NCCc3cccc(C)c3)cc21 (stereo not drawn)	5	0	-4	1	8	-18	-67	18	0	-1
O=C(NCc1ccccc1)NC1(C(=O)N2CCN3CCCC3C2)CCCCC1 (stereo not drawn)	2	2	-17	0	0	-7	4	19	-7	-3
Cc1ccc(NC(=O)CSc2nc3nc(C)c(Br)cc3[nH]2)cc1F	.	3	-3	-5	-8	-2	-12	-2	-7	9
C=CCn1c(SCC(=O)Nc2cc(C)ccc2OC)nnc1-c1ccco1	0	2	-5	-2	-6	1	-18	16	0	0
CC(C1CC1)N(Cc1ccccc1)C(=S)Nc1cccc(C(F)(F)F)c1 (stereo not drawn)	-1	-3	-1	24	10	2	-12	11	-9	-2
O=C(Nc1c2c(nn1-c1ccccc1)CS(=O)(=O)C2)c1ccccc1C(F)(F)F	0	3	1	-10	6	-2	-23	4	-3	1
CC1CCN(S(=O)(=O)c2cccc(C(=O)NC3CCCC3)c2)CC1	-1	2	-1	-5	7	3	-8	2	-2	-2
O=C(Nc1ccc2nc(-c3cccnc3)[nH]c2c1)C12CC3CC(CC(C3)C1)C2	-2	-1	-5	0	1	2	-59	32	1	8
CC1CCC2(CC1)NC(=O)N(CC(=O)c1cn(CCC#N)c3ccccc13)C2=O (stereo not drawn)	0	2	9	0	-1	1	9	0	5	-3
